aSyn yeast rescue = qHTS of alpha-syn Inhibitors: NCGC Sytravon Library Screen; S. cerevisiae alpha-synuclein toxicity rescue, BacTiter-Glo growth, 24 h; Potency, µM (series often up to 46.1 µM), for the others: at the highest dose growth rescue (activation), most hits filed as activators; hit rate 0.02% among 94,000; AID 1347070, 2019; active means well fitted activation curve with a large enough effect; further: 0% is about no effect
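Growth restoration measured by BacTiter-Glo luminescence after 24 hr at 30 deg C; alpha-synuclein yeast, raffinose-pregrown to mid-log, were added at OD600=0.02 in galactose medium onto pinned compounds.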
* = called active by the depositor; & = joins results of further samples; [ ] = remark or other dose. Potency means the concentration at half of the fitted maximal effect.

SMILES | aSyn yeast rescue
COc1c(OC(C)=O)c(=O)n2c3ccccc3c3ccnc1c32 | 9.7%
CCOc1ccc(-c2nnc(SCC(=O)Nc3cccc(Cl)c3C)o2)cc1 | 3.2%
COCCNC(=O)C(NC(=O)C1CCCCC1)C(C)C (configuration not stated) | 11.0%
Cc1onc(-c2ccccc2Cl)c1C(=O)NCc1nc(-c2ccc(C(F)(F)F)cc2)no1 | 3.6%
O=C(NCCN1CCN(c2ccccc2)CC1)Nc1ccccc1Br | -4.9%
Cc1ccc(NC(=O)C2CCN(S(=O)(=O)c3ccc(Cl)c(C(F)(F)F)c3)CC2)nc1 | 6.3%
COc1ccc(OC)c(CNc2ncnc3onc(C)c23)c1 | -3.4%
Cc1nnc(N2CCC(C(=O)NC(C)C)CC2)c2nn(-c3ccc(Cl)cc3)c(C)c12 | 8.4%
CCC1(CC)NC(=O)N(CC(=O)OCC(=O)c2ccccc2OC)C1=O | 1.0%
Cc1c(CCO)c(=O)[nH]n1S(=O)(=O)c1ccccc1 | 0.4%
COc1ccc(C(=O)N/C(=C\c2ccc3c(c2)OCO3)C(=O)Nc2ccc(C(=O)O)cc2)cc1 | 7.1%
Cn1c(-c2ccco2)n[nH]c1=S | -2.9%
Cc1sc2nc(COC(=O)c3cccc(OC(F)F)c3)[nH]c(=O)c2c1C | 2.7%
CCOc1ccc(N2C(=O)CC(/C=C3/N(C)c4ccccc4C3(C)C)C2=O)cc1 (configuration not stated) | 10.8%
Cc1cccc(Cn2cc(C(=O)Nc3cc(F)ccc3F)ccc2=O)c1 | 13.8%
O=C(CSc1nnc2ccccn12)Nc1ccc2c(c1)OCCO2 | 9.7%
COc1ccc(CNC(=O)C2CCN(S(=O)(=O)c3ccc(SC)cc3)CC2)cc1 | 4.7%
O=C(Nc1ccc2nc(SCCOc3ccccc3)sc2c1)c1ccccc1F | -5.6%
CC1=C(C(=O)Nc2ccccc2)C(c2ccc(Br)cc2)n2nc(CCCO)nc2N1 (configuration not stated) | 1.8%
O=C(CC1CCCC1)NNC(=O)c1ccc(F)cc1 | -2.5%
Cc1ccc(CCNC(=O)c2ccc3c(c2)N(Cc2ccccc2F)C(=O)c2ccccc2S3=O)cc1 (configuration not stated) | 2.0%
Cc1ccccc1NC(=O)Cn1nc(C(=O)O)c2ccccc2c1=O | -1.3%
Cc1ccc(-c2nc(=S)c3c(n2Cc2cccnc2)CC(C)(C)OC3)cc1 | 3.5%
CSc1ccccc1C(=O)C1CCCN(Cc2c(C)n(C)n(-c3ccccc3)c2=O)C1 (configuration not stated) | -51.2%[inhibitor]
CCN(Cc1ccccc1)c1nc2c(S(=O)(=O)c3ccccc3)nnn2c2ccc(Cl)cc12 | 2.9%
COc1ccc(CCNC(=O)c2ccc3c(c2)N=C(C)c2cc(C)ccc2S3)cc1OC | -9.7%
CC1(C)CC(=O)c2cc(C(=O)Nc3ccc(Cl)cc3)c(=O)[nH]c2C1 | 3.9%
O=C1CCCN2N=C(SCC(=O)Nc3ccc(OC(F)(F)F)cc3)SC2=N1 | -1.3%
Cc1ccc(S(=O)(=O)N(C)C)cc1NC(=O)CN1C(=O)NC2(CCc3ccccc32)C1=O (configuration not stated) | 3.9%
CCOc1ccc(NC(=O)Cn2cc(S(=O)(=O)N3CCN(c4ccccc4F)CC3)c3ccccc3c2=O)cc1 | 5.7%
COc1ccccc1-c1nnc(C2CCN(S(=O)(=O)c3ccc(F)c(C)c3)CC2)o1 | 24.6%
Nc1c(N(CCC2=CCCCC2)C(=O)CCCOc2ccccc2)c(=O)[nH]c(=O)n1Cc1ccccc1 | 5.1%
Cc1cccc(NC(=O)C(C)SCc2nc3sc4c(c3c(=O)[nH]2)CCCC4)n1 (configuration not stated) | -0.4%
Cc1ccc(C)c(NC(=O)CSc2cn(CC(=O)N3CCCC3)c3ccccc23)c1 | -1.6%
Cc1ccc(C)c(N2CCN(S(=O)(=O)c3cc(C(=O)Nc4ccccc4C(F)(F)F)ccc3F)CC2)c1 | 1.3%
CCOc1ccccc1C(=O)N1CCC(c2nc3ccccc3o2)CC1 | -5.5%
CCOc1ccc(S(=O)(=O)N2CCOCC2)cc1NC(=O)CN1C(=O)NC(C)(C2CC2)C1=O (configuration not stated) | 4.1%
COc1ccc(C2=NOC(CNC(=S)N3CCOCC3)C2)cc1 (configuration not stated) | 5.5%
O=S(=O)(c1cccc(F)c1)N1CCC(c2nc3ccccc3s2)CC1 | -5.2%
CCOC(=O)c1c(NC(=O)C2=C(C)NC(=S)NC2c2ccc(F)cc2)sc(C)c1C (configuration not stated) | 4.3%
COc1cc(C(=O)NCc2ccc3c(c2)CCN3C(=O)c2ccncc2)cc(OC)c1OC | 3.9%
Cc1cc(C)nc(NS(=O)(=O)c2ccc(NC(=O)c3nc(SC(C)C)ncc3Cl)cc2)n1 | -3.0%
O=C(CC(c1cccs1)N1Cc2ccccc2C1=O)Nc1ccc(F)c(F)c1 (configuration not stated) | -6.8%
Cc1ccc(N2CCN(S(=O)(=O)N3CCCCC3)CC2)c(C)c1 | -6.4%
COc1ccc(-c2c3c(=O)n(C)c(=O)n(C)c3c3c(-c4cccc(C)c4)nc4ccccc4n23)cc1 | -22.6%
CC1CCCN(CCCNC(=O)c2ccc3c(c2)N(Cc2cccc(Cl)c2)C(=O)c2ccccc2S3=O)C1 (configuration not stated) | -6.6%
COC(=O)c1scc(-c2ccc(C)cc2)c1S(=O)(=O)N1CCN(c2ccc(OC)cc2)CC1 | -5.0%
COc1ccc(N2CCN(C(=O)COC(=O)CSc3ccccc3)CC2)cc1 | -34.7%[inhibitor]
COc1ccc2nc(N3C(=O)CC(Cc4ccc(C)cc4)C3=O)sc2c1 (configuration not stated) | 5.9%
Cc1ccc(C(=O)OCC(=O)Nc2ccc(C)c(S(=O)(=O)N3CCCCC3)c2)c(O)c1 | -8.1%
COc1ccc(NC(=O)c2sc3nc4c(cc3c2N)CN(C(C)C)CC4)c(OC)c1 | -7.0%
Cc1ccccc1NC1=NCC(c2ccc([N+](=O)[O-])cc2)S1 (configuration not stated) | -1.0%
Cc1cc2cc(CNS(=O)(=O)N(C)C)ccc2[nH]1 | 0.0%
O=C(c1ccc2c(c1)N(Cc1ccccc1F)C(=O)c1ccccc1S2(=O)=O)N1CCc2ccccc21 | 2.6%
COc1ccccc1NC(=O)Cn1nnc(C(=O)NCc2ccc3c(c2)OCO3)c1N | -17.7%
Cc1ccc(-n2ncc(C(=O)NCc3ccccn3)c2C2CCN(C(=O)OC(C)(C)C)CC2)cc1C | 6.0%
CCOc1ccc(-n2c(SCC(=O)Nc3cc(C)on3)nc3c(c2=O)SCC3)cc1 | -7.8%
CCCCOc1ccc(Cn2c(=O)oc3ccccc32)cc1 | -8.5%
COc1ccccc1N1CCN(C(=O)c2c(C)noc2C)CC1 | -0.9%
CC1(c2ccccc2Cl)NC(=O)N(CC(=O)Nc2ccccc2OC(F)F)C1=O (configuration not stated) | -5.6%
Other results follow.
SMILES | aSyn yeast rescue
COc1ccc(-c2noc(CC(=O)N(C)c3cc(Cl)c(OC)cc3OC)n2)cc1 | 2.6%
CCOC(=O)N1CCN(CC(O)c2ccccc2)CC1 (configuration not stated) | -7.8%
COc1cc(-c2nc3ccccn3c2Nc2ccccc2C)ccc1O | -10.2%
O=C(COc1ccc(C2SCCS2)cc1)Nc1ccc(Cl)cc1 | 0.1%
c1csc(C2CCCN2c2nc3nonc3nc2NC2CC2)n1 (configuration not stated) | 7.3%
CC(=O)Nc1c(C)nn(-c2ccccc2)c1N1CCC(C(=O)Nc2cc(Cl)ccc2C)CC1 | 1.7%
Cc1cc(C)cc(N(CC(=O)NCc2ccccc2Cl)S(=O)(=O)c2c(C)[nH]c(=O)[nH]c2=O)c1 | -1.0%
CC1Cc2cc(S(=O)(=O)NCc3ccc(N(C)C)cc3)ccc2N1C(=O)C1CCC1 (configuration not stated) | -6.6%
Cc1cccc(NC(=O)CSc2nc3c([nH]c4ccccc43)c(=O)n2C)c1 | -2.4%
COc1cc([N+](=O)[O-])ccc1NC(=O)C[n+]1cccc(C(C)=O)c1 | -15.5%
COc1ccc(NC(=O)C2(c3cccs3)CCOCC2)cc1Cl | -8.8%
Cc1cccc(-n2ncc(C(=O)N3CCN(c4ccc(C)cc4C)CC3)c2C2CCN(C(=O)OC(C)(C)C)CC2)c1 | -6.4%
CCc1cccc(C)c1NC(=O)CSc1n[nH]c(-c2ccccc2)n1 | 5.0%
COc1ccc(NC(=O)CN(C)C(=O)C(CCSC)NC(=O)c2ccccc2)cc1 (configuration not stated) | 3.5%
COc1ccccc1/C=C/c1nc(C#N)c(N2CCN(C)CC2)o1 | 8.3%
O=[N+]([O-])c1cc([N+](=O)[O-])c2c(=Nc3ccccc3)n(-c3ccccc3)n(O)c2c1 | -11.3%
COc1ccc(C2=C(C(C)=O)Sc3nnc(-c4ccccc4)n3N2C(C)=O)cc1 | 0.6%
CN(C(=O)CC1C(=O)NCCN1Cc1ccc(F)cc1)C1CCOCC1 (configuration not stated) | -16.1%
Cc1ccc(NC(=O)CCS(=O)(=O)c2ccc(Br)s2)c(Br)c1 | 9.2%
Cn1cnnc1SCC(=O)NNC(=O)COc1ccc(Br)cc1 | 5.7%
Cc1ncc(C[n+]2csc(C)c2C)c(N)n1 | 1.6%
Cc1ccccc1-n1cc(-c2ccccc2)nc1SCC(=O)Nc1ccc(F)cc1 | 1.3%
Cc1ccccc1NS(=O)(=O)c1ccc(C(=O)NCC(C)(C)N2CCOCC2)cc1 | -2.1%
Cn1nc(-c2ccccc2)c(CO)c1Sc1ccccc1 | 0.2%
O=C(c1ccc2c(c1)N(Cc1ccccc1)C(=O)c1ccccc1S2=O)N1CCC(Cc2ccccc2)CC1 (configuration not stated) | 6.7%
CN(CC(=O)Nc1cccc(F)c1)C(=O)CSc1ccccc1 | -5.2%
CN(C)/C=C/C(=O)c1cc(N2CCOCC2)ccc1[N+](=O)[O-] | 12.5%
COc1ccc(Nc2nnc(SCC(=O)NC3CCCC3)s2)cc1 | -2.6%
CCOc1ccccc1C(=O)Nc1ccc(S(=O)(=O)Nc2ncccn2)cc1 | -4.8%
COc1ccc(C(=O)/C=C2\Sc3ccccc3N2C)cc1 | -10.3%
Cc1csc(=O)n1CC(=O)OC(C)C(=O)Nc1ccc(F)c(F)c1F (configuration not stated) | -4.1%
O=C(N/N=C/c1ccc(-c2ccccc2)o1)c1ccccc1O | -5.6%
O=C(COc1ccccc1)NC1CCCc2ccccc21 (configuration not stated) | 8.3%
Nc1c(Cl)c(Cl)nc(C(=O)OCC(=O)N2CCCC2=O)c1Cl | 0.1%
C=CCC(=O)N1CCC(n2nccc2NC(=O)c2ccc3c(c2)OCO3)CC1 | -3.5%
Cn1c(=O)c2c(nc(SCC(=O)Nc3ccccc3F)n2Cc2ccccc2F)n(C)c1=O | -5.4%
COc1ccc(OC)c(C2C(C(=O)N3CCCCC3)=C(C)Nc3nc4ccccc4n32)c1 (configuration not stated) | -5.1%
Cc1nc2ccc(S(=O)(=O)NC(C(=O)N3CCN(c4cccc(Cl)c4)CC3)C(C)C)cc2s1 (configuration not stated) | 0.1%
Cn1c(=O)c2cc3ccccc3nc2n(C)c1=O | 0.6%
Cc1ccc([N+](=O)[O-])cc1S(=O)(=O)N1CCNCC1 | 2.9%
CCN(CC)c1nn2c(=O)c(C(=O)NCc3ccc(F)cc3)cnc2s1 | -3.6%
Cc1cc(C)n(-c2nc3ccccc3nc2Nc2cccc(C)c2C)n1 | 4.3%
CC(=O)c1ccc(S(=O)(=O)Nc2ccc(C(=O)NCC(c3ccco3)N3CCCC3)cc2)cc1 (configuration not stated) | -1.7%
CN1CCN(C(=O)c2ccc3c(c2)N(Cc2ccc(F)cc2)C(=O)c2ccccc2S3=O)CC1 (configuration not stated) | 0.6%&3.9%
CC(=O)c1cc(-c2ccccc2)n(CC(=O)NC2CCCCC2)c1C | 2.6%

Grouped by structure: the entries above with a Cl atom
SMILES | aSyn yeast rescue
CCOc1ccc(-c2nnc(SCC(=O)Nc3cccc(Cl)c3C)o2)cc1 | 3.2%
Cc1onc(-c2ccccc2Cl)c1C(=O)NCc1nc(-c2ccc(C(F)(F)F)cc2)no1 | 3.6%
Cc1ccc(NC(=O)C2CCN(S(=O)(=O)c3ccc(Cl)c(C(F)(F)F)c3)CC2)nc1 | 6.3%
Cc1nnc(N2CCC(C(=O)NC(C)C)CC2)c2nn(-c3ccc(Cl)cc3)c(C)c12 | 8.4%
CCN(Cc1ccccc1)c1nc2c(S(=O)(=O)c3ccccc3)nnn2c2ccc(Cl)cc12 | 2.9%
CC1(C)CC(=O)c2cc(C(=O)Nc3ccc(Cl)cc3)c(=O)[nH]c2C1 | 3.9%
Cc1cc(C)nc(NS(=O)(=O)c2ccc(NC(=O)c3nc(SC(C)C)ncc3Cl)cc2)n1 | -3.0%
CC1CCCN(CCCNC(=O)c2ccc3c(c2)N(Cc2cccc(Cl)c2)C(=O)c2ccccc2S3=O)C1 (configuration not stated) | -6.6%
CC1(c2ccccc2Cl)NC(=O)N(CC(=O)Nc2ccccc2OC(F)F)C1=O (configuration not stated) | -5.6%
COc1ccc(-c2noc(CC(=O)N(C)c3cc(Cl)c(OC)cc3OC)n2)cc1 | 2.6%
O=C(COc1ccc(C2SCCS2)cc1)Nc1ccc(Cl)cc1 | 0.1%
CC(=O)Nc1c(C)nn(-c2ccccc2)c1N1CCC(C(=O)Nc2cc(Cl)ccc2C)CC1 | 1.7%
Cc1cc(C)cc(N(CC(=O)NCc2ccccc2Cl)S(=O)(=O)c2c(C)[nH]c(=O)[nH]c2=O)c1 | -1.0%
COc1ccc(NC(=O)C2(c3cccs3)CCOCC2)cc1Cl | -8.8%
Nc1c(Cl)c(Cl)nc(C(=O)OCC(=O)N2CCCC2=O)c1Cl | 0.1%
Cc1nc2ccc(S(=O)(=O)NC(C(=O)N3CCN(c4cccc(Cl)c4)CC3)C(C)C)cc2s1 (configuration not stated) | 0.1%

An excerpt, so the mix of outcomes need not match the whole.
